Source: PubChem BioAssay (National Center for Advancing Translational Sciences (NCATS))
Pin1 inhibitor: blocks the human prolyl isomerase Pin1. Q13526. Pin1 FP peptide displacement, HiFluor488, 10 min. Potency, µM (doses to about 115 µM), for the others: top-dose activity, negative = inhibition, actives largely listed as inhibitors. 390,000 compounds, 0.009% hits; active = well fitted inhibition curve with a large enough effect in the polarisation, with a control signal flat, not every such curve was filed as active; inconclusive = small, poorly fitted or top-dose-only effect, or effect the other way, or a change in a side signal; inactive = no such curve, though single readings can be large or run the other way; the % refers to the polarisation; also: potency is read from the fitted curve at half-maximal effect; % is scaled to controls: 0 for no effect and ±100 for the full control effect
Target sequence (Q13526 whole entry, looked up): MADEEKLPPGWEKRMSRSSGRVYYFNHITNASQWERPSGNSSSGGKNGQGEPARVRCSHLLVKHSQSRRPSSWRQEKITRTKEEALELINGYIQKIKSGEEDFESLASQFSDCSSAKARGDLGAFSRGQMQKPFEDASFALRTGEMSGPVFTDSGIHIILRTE
BAZ2B inh: blocks human BAZ2B; Q9UIF8; AlphaScreen BAZ2B-H3K14Ac peptide displacement; Potency, µM (titrated, usually from 114 µM), for inactives: at the top dose activity change, negative = inhibition, hits mostly inhibitors; 360,000 compounds, 4.4% hits; also: potency is read from the fitted curve at half-maximal effect; % is scaled to controls: 0 for no effect and ±100 for the full control effect; nearly all actives have a fitted effect of over 60% in size
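Multi-concentration screen (max 110 uM) measuring displacement of acetylated histone H3 peptide from BAZ2B by AlphaScreen, using 50 nM protein, 50 nM peptide and 10 ug/mL streptavidin donor plus Ni-chelate acceptor beads.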
PGK inhibitor: blocks T. brucei phosphoglycerate kinase; AID 602233; 380,000 compounds, 0.043% hits; Potency, µM (titrated, usually from 57.5 µM), without a hit: top-dose activity change, negative = inhibition, actives largely listed as inhibitors; PGK/GAPDH coupled, Kinase-Glo luminescence, 60 min; also: potency is read from the fitted curve at half-maximal effect; % is scaled to controls: 0 for no effect and ±100 for the full control effect; nearly all actives have a fitted effect of over 60% in size
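Recombinant glycosomal PGK reaction used 1,3-bisphosphoglycerate generated in-well by GAPDH (100nM final) in 100mM TEA pH 7.6, 5mM MgCl2, 0.01% Tween-20. After 60 minutes at room temperature, ATP was read by Kinase-Glo Plus luminescence end-point.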
GLS inh: glutaminase GLS (human) inhibition; AID 624170; 410,000 compounds, 0.21% hits; Potency, µM (top dose mostly 45.5 µM), without a hit: at the top dose activity change, negative = inhibition, usual class: inhibitors; GLS enzymatic activity, qHTS titration; also: potency is read from the fitted curve at half-maximal effect; % is scaled to controls: 0 for no effect and ±100 for the full control effect
Target sequence (O94925 whole entry, looked up): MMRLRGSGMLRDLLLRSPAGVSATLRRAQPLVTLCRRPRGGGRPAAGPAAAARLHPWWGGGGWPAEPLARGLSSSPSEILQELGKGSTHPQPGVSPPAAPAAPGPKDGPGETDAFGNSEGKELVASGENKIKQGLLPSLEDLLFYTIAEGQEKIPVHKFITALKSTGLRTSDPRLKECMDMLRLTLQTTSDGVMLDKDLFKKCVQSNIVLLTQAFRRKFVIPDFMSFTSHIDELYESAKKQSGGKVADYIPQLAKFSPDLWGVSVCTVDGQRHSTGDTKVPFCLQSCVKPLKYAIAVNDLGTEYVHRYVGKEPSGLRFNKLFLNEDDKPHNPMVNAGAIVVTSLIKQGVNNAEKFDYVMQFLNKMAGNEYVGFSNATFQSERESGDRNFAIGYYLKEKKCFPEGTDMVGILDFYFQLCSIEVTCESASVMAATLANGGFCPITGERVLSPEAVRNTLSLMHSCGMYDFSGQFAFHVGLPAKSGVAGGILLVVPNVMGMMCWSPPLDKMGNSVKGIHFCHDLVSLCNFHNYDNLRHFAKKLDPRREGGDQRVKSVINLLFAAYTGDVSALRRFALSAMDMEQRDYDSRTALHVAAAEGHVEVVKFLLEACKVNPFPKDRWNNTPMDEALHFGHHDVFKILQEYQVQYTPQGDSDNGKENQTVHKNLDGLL
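hKGA in 45 mM KH2PO4 pH 8.2, 0.02% Tween-20 with pin-transferred compounds; 1 mM L-glutamine (stock) plus glutamate oxidase/HRP/Amplex Red coupling added. Fluorescence read initially and after 30 min at RT.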
G9a inh: blocks human histone lysine methyltransferase G9a. G9a H3K9 monomethylation, AlphaScreen, 2 h. Q96KQ7. Potency, µM (doses to about 102 µM), for inactives: at the top dose activity, negative = inhibition, actives largely listed as inhibitors. 350,000 compounds, 8.8% hits; also: potency is read from the fitted curve at half-maximal effect; % is scaled to controls: 0 for no effect and ±100 for the full control effect; nearly all actives have a fitted effect of over 75% in size
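Methyltransferase reactions run at room temperature for 2 h (20 nM enzyme, 500 nM biotin-H3K9 peptide, 20 uM SAM) after a 15 min compound preincubation; product detected by AlphaScreen beads and anti-H3K9me1 antibody.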
POLH inh: DNA polymerase eta (human) inhibition; recombinant Pol eta, fluorescent DNA replication assay; Potency, µM (top dose mostly 114 µM), for inactives: at the highest dose activity change, negative = inhibition, actives largely listed as inhibitors; AID 588591; 390,000 compounds, 1.2% hits; also: potency is read from the fitted curve at half-maximal effect; % is scaled to controls: 0 for no effect and ±100 for the full control effect
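Pol eta at 10 nM preincubated with compounds 15 min at room temperature; reaction started with fluorescent substrate (50 nM final) and read kinetically at 0 and 10 min.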
JMJD2A Tudor: JMJD2A Tudor domain (human) inhibition; O75164; AID 504339; 390,000 compounds, 4.4% hits; Potency, µM (doses to about 114 µM), for the others: at the top dose activity change, negative = inhibition, actives largely listed as inhibitors; AlphaScreen JMJD2A-Tudor / H3K4me3 peptide binding; also: potency is read from the fitted curve at half-maximal effect; % is scaled to controls: 0 for no effect and ±100 for the full control effect; nearly all actives have a fitted effect of over 50% in size
HP1b binding inh: HP1-beta chromodomain-methylated histone interaction inhibition. P83916. AlphaScreen HP1-beta / biotin-H3K9me3 peptide binding. Potency, µM (highest dose often 114 µM), without a hit: at the top dose activity change, negative = inhibition, most hits filed as inhibitors. 390,000 compounds, 0.56% hits; also: potency is read from the fitted curve at half-maximal effect; nearly all actives have a fitted effect of over 70% in size; inactives centre near 23
Target sequence (P83916 whole entry, looked up): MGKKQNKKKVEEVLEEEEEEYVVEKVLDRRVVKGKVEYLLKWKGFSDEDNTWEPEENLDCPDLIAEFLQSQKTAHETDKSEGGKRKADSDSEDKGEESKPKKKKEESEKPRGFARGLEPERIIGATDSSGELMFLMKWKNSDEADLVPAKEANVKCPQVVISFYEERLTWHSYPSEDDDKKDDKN
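AlphaScreen: HP1-beta (50 nM) preformed 30 min with biotin-H3(1-18)K9me3 peptide (50 nM) in PBS pH 7.4, 0.01% Tween-20. Compound added for 30 min at RT, then streptavidin donor/nickel chelate acceptor beads (10 ug/mL) for 30 min.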
PI4K2A block: blocks human PI4K2A kinase activity; Q9BTU6; purified PI4K2A, ADP-Glo luminescence, 1 h; stronger effect = lower value; activity change, negative = inhibition, % at 76.9 µM; 420,000 compounds, 0.13% hits; AID 1346378; in the data active = activity change below about -50%; inconclusive = mostly about -30% to -49%;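 also: -100% = wells without enzyme as full effect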
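Compounds are screened against recombinant PI4K2A using PI as substrate and ATP, the latter dispensed at 300 microM. Reactions run one hour at ambient temperature before ADP-Glo detection; full inhibition defined by wells lacking enzyme.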
* hit, by the source's call; i = inactive; ? = inconclusive; nt = not tested or not shown; & = joins results of further samples; [ ] = remark or other dose. Unless noted, calls follow the shape of the dose curve; as a rule, active = well fitted curve in the direction sought with a large enough effect; inconclusive = small, poorly fitted or top-dose-only effect, or another doubt; inactive = no such curve, though single readings can be large; an effect the other way counts as inactive or inconclusive.

compound,Pin1 inhibitor,BAZ2B inh,PGK inhibitor,GLS inh,G9a inh,POLH inh,JMJD2A Tudor,HP1b binding inh,PI4K2A block
CCN(CC)S(=O)(=O)c1ccc2c(c1)N(CC(=O)Nc1ccccc1F)C(=O)C1CCCN21 (stereo not given),33%[activator],-1%,nt,-2%,5%[59 µM],nt,-7%,28%,4
COC(CNC(=O)c1cccc(-n2c(=S)[nH]c3cc(Cl)ccc3c2=O)c1)OC,-3%,?,-3%,25%,-29%,-7%,-23%,14%,4
CCOc1ccc(NC(=O)CN2C(=O)S/C(=C/c3cccn3C)C2=O)cc1,24%,-14%,9%,0%,nt,-6%,1%,13%,2
O=C(NCCc1ccccc1)c1ccccc1NC(=O)C1CCCO1 (stereo not given),0%,-2%,i,0%,?,-4%,-1%,37%,4
CC(C)(C)c1ccc(C(=O)Nc2ccc([N+](=O)[O-])cn2)cc1,0%,7%,-8%,-1%,27%[59 µM],-6%,-4%,34%[activator],-1
Cc1ncc([N+](=O)[O-])n1CC(=O)Nc1ccc(OC(F)(F)Cl)cc1,6%,-14%,-1%,-11%,-48%,-4%,4%,29%,3
O=C(O)CCCC(=O)N1CCc2cc(S(=O)(=O)NCc3ccccc3)ccc21,4%&3%,-1%,-1%&-5%,-1%&-3%,-44%,-7%&-3%,-20%&3%,28%&46%,2&-1
CC(OC(=O)c1cc2sccc2n1C)C(=O)NCC1CCCO1 (stereo not given),-6%,0%,-7%,8%,4%,-5%,-10%,20%,-3
O=C(Nc1cc2c(cc1Br)OCCCO2)c1cccnc1,0%,-35%,3%,-11%,13%,-25%,-6%,30%,-2
O=C1c2[nH]nc(-c3ccccc3O)c2C(c2ccc(F)cc2)N1Cc1ccco1 (stereo not given),0%,?,-11%,-5%,-25%[12.7 µM],-12%,?,-14%,0
O=C(Nc1nc2c(s1)CCCC2)c1ccc(S(=O)(=O)N2CCCc3ccccc32)cc1,10%,-25%,-4%,1%,?,-7%,-18%,8%,5
Cc1nc(SCCO)c2oc3ccccc3c2n1,-3%,-3%,-2%,6%,4%,-5%,-13%,29%,-4
CCOC(=O)C1CN(S(=O)(=O)c2ccc(OC)cc2)c2ccccc2O1 (stereo not given),4%,-1%,3%,7%,39%,9%,20%,46%[activator],3
COc1ccc(Cl)cc1NC(=O)NCc1cccnc1,3%,-16%,4%,10%,50%[activator],1%,-7%,32%,2
CCOC(=O)C1CCCN(CC(=O)Nc2c(C(=O)OC)[nH]c3ccc(Cl)cc23)C1 (stereo not given),-8%,-30%,-5%,4%,-37%[12.7 µM],-23%,0%,29%,7
Cc1ccc(CCC(=O)Nc2ncc(Cc3cc(Cl)ccc3Cl)s2)o1,-1%,-8%,-5%,0%,0%[59 µM],?,-22%,0%,8
Cc1ccc(Cn2c3ccccc3c3cn[nH]c(=O)c32)cc1,1%,25%,-8%,-1%,19%[59 µM],-2%,-11%,33%,2
C/C(=N\NC(=O)CSc1nc(C)cc(C)n1)c1ccc([N+](=O)[O-])cc1,-2%,1%,3%,11%,3%,7%,-1%,26%,-2
Cc1cc(C)cc(OC(=O)CN2C(=O)c3ccccc3C2=O)c1,1%,10%,i,-14%,10%,-7%,19%,52%[activator],-3
Cc1cc(C(=O)Nc2ccc(S(=O)(=O)Nc3onc(C)c3C)cc2)cs1,-3%,0%,-9%,-1%,?,-10%,-4%,36%[activator],10
Cc1nnc(SCC(=O)N2CCc3ccccc3C2)s1,-4%,-30%,-7%,1%,-33%[2.33 µM],-10%,-13%,26%,9
CCn1c(COc2cc(C)ccc2C(C)C)nnc1SCC(=O)Nc1nccs1,2%,-5%,i,1%,-3%,-6%,-30%,7%,-4
Cc1ccc2nnnc(-c3ccccc3)c2c1,0%,-23%,-10%,5%,9%,-17%,-16%,17%,3
COc1cc(NC(=O)C2CSC3(C)CCC(=O)N23)c(OC)cc1Cl (stereo not given),-7%,2%,-2%,-1%,?,-19%,-7%,38%,0
O=C(NC1CC(=O)N(c2ccc(F)cc2)C1)c1cc2ccccc2o1 (stereo not given),1%,-2%,-5%,3%,3%[59 µM],-8%,-9%,44%,-7

Some entries already given, limited to G9a inh, JMJD2A Tudor and HP1b binding inh.
Compound	G9a inh	JMJD2A Tudor	HP1b binding inh
CC(C)(C)c1ccc(C(=O)Nc2ccc([N+](=O)[O-])cn2)cc1	27%[59 µM]	-4%	34%[activator]
Cc1ncc([N+](=O)[O-])n1CC(=O)Nc1ccc(OC(F)(F)Cl)cc1	-48%	4%	29%

Next part:
compound,Pin1 inhibitor,BAZ2B inh,PGK inhibitor,GLS inh,G9a inh,POLH inh,JMJD2A Tudor,HP1b binding inh,PI4K2A block
COc1cc2c(cc1OC)CN(C(=O)C1CCCN1S(=O)(=O)c1ccc(C)cc1)CC2 (stereo not given),1%,16%,0%,0%,nt,-7%,-4%,42%[activator],-2
COc1ccc(CN(CC(=O)NC2CCCC2)C(=O)c2onc(C(N)=O)c2N)cc1,-14%,4%,-5%,16%,13%,-12%,-3%,28%,0
Cc1ccc(-c2ccc(/C=N/N=C3/NC(=O)C(CC(=O)O)S3)o2)c([N+](=O)[O-])c1 (stereo not given),-18%,?,i,9%,13%[2.33 µM],?,-35%,1%,-4
Cc1onc(-c2c(Cl)cccc2Cl)c1C(=O)NCCc1ccncc1,?,-14%,2%,1%,-6%[0.501 µM],-25%,-8%,34%,1
C=CCOC(=O)C1=C[C@@H](c2coc3ccccc3c2=O)[C@H](CCCO)[C@@H](OCC)O1,-1%,-2%,-1%,-4%,14%[59 µM],-5%,-6%,31%,8
Cc1ccccc1C(=O)N1CC(=O)Nc2ccc(Cl)cc2C1c1ccccc1 (stereo not given),7%,-16%,-8%,0%,?,-23%,-32%,4%,-4
Cc1ccc(NC(=O)c2cccc(S(=O)(=O)N3CCN(c4ccccc4)CC3)c2)nc1,15%,-23%,-11%,-13%,?,-20%,-29%,11%,-3
COc1ccc(-c2nnc(NC(=O)Cc3ccccc3)s2)c(OC)c1,4%,-5%,-2%,1%,25%,-10%,-5%,29%,2
CC(C)CNS(=O)(=O)c1ccc(CCC(=O)N2CCN(Cc3ccccc3)CC2)cc1,0%,-2%,-5%,2%,1%[12.7 µM],-10%,-7%,49%[activator],5
CC1=CC(C/C(C)=C/COc2ccc3ccc(=O)oc3c2)OC1=O (stereo not given),-5%,-19%,-9%,-1%,30%[12.7 µM],-9%,-14%,25%,2
Cc1cccc(NS(=O)(=O)c2cccc(C(=O)NCC(c3ccc(F)cc3)N3CCOCC3)c2)c1 (stereo not given),3%,nt,-3%,19%,nt,-12%,-15%,7%,2
CCN1CCN(C(=O)CN(C)S(=O)(=O)c2ccc(OC)c(C)c2)CC1,-3%,7%,i,0%,16%[12.7 µM],-5%,-3%,41%[activator],1
Cc1ccc(CSc2ncnc3c2cnn3Cc2ccccc2)cc1C,16%,53%[activator],-9%,-7%,80%[activator][59 µM],-10%,65%[activator],185%[activator],-10
Cc1cccc(NS(=O)(=O)c2ccc3c(c2)oc(=O)n3C)c1C,-3%,-20%,-1%,15%,16%[59 µM],-2%,-16%,29%,-9
COc1ccc(C2CC(c3ccncc3)=NN2c2ccc(S(N)(=O)=O)cc2)cc1 (stereo not given),?,nt,2%,2%,nt,-17%,18%,82%[activator],3
CCCN(C(=O)c1cc2c(=O)[nH]c3ccc(C)cc3c2s1)c1ccc(CC)cc1,-3%,-2%,-2%,2%,6%[59 µM],-12%,7%,34%,6
COc1ccc(C(=O)N(Cc2ccco2)Cc2ccccc2F)cc1Cl,-1%,-2%,-3%,3%,14%[59 µM],-17%,-26%,51%[activator],-5
O=C(Cn1nnc(-c2ccc3c(c2)OCO3)n1)NCc1ccco1,1%,-13%,-4%,6%,10%[12.7 µM],0%,-8%,67%[activator],1
COc1ccccc1NC(=O)Cn1c(=O)n(-c2ccccc2)c(=O)c2oc3ccccc3c21,2%,12%,-9%,8%,7%[59 µM],5%,-10%,-4%,-3
CC(C)(C)c1ccc(-c2csc(NC(=O)CN3C(=O)NC4(CCCCC4)C3=O)n2)cc1,31%[activator],-5%,2%,5%,39%[12.7 µM],?,-6%,22%,-7
Cc1[nH]c2ccccc2c1C(c1ccccn1)N1CCCC1 (stereo not given),-1%,-24%,i,-1%,45µM*,-19%,-11%,29%,0
CN1C(=O)C(C)(C)c2cc(S(=O)(=O)N3CCCC3C(=O)NCc3ccc(F)cc3)ccc21 (stereo not given),-3%,0%,i,-8%,12%,-14%,-18%,25%,0
Cc1ccc2cccc(Oc3ncnc4scc(-c5ccc(Cl)cc5)c34)c2n1,?,-8%,-8%,15%,15%[59 µM],-24%,-26%,-36%,0
CCCn1c(SCC(=O)Nc2ccc(Cl)cc2F)nc(O)cc1=O,2%,nt,4%,8%,nt,-24%,-4%,44%[activator],-1
C=Cc1ccc(Cn2c(=O)n(-c3cccc(Cl)c3)c(=O)c3c4c(sc32)CN(C(C)=O)CC4)cc1,33%[activator],-26%,-4%,1%,?,-12%,-16%,21%,4
COc1cccc2c1oc1c(SCc3nc4ccccc4[nH]3)nc(C)nc12,?,nt,11%,-1%,nt,2%,-21%,33%,-4
CC(=O)c1c(C)[nH]c(C(=O)Nc2cccc(C(F)(F)F)c2)c1C,4%,?,-2%,-3%,-16%,-16%,-32%,-15%,-10

Not all compounds are listed (hit frequency here may not be typical).
